Source: PubChem (National Center for Advancing Translational Sciences (NCATS))
LDHA block: inhibitors of human lactate dehydrogenase A. AID 1347041. activity change, % (values are at about 110 or 230 µM). hit rate 0.15% among 480,000. purified LDHA, NADH/diaphorase-resazurin fluorescence; active compounds read low; in the data active = activity change below about -30%; inconclusive = mostly about -25% to -30%;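 note: plate controls were DMSO wells for no effect and wells without enzyme for full effect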
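Remaining NADH was detected by diaphorase (0.133 mg/mL) converting 37 µM resazurin to fluorescent resorufin, read at 0 and 20 minutes. The preceding 5-minute room-temperature reaction used 2 nM LDHA, 0.2 mM sodium pyruvate and 0.06 mM NADH at pH 7.4.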
12-LOX inh: blocks human arachidonate 12S-lipoxygenase. purified 12hLO, xylenol orange hydroperoxide absorbance. Potency, µM (doses to about 108 µM), for inactives: at the highest dose activity change, negative = inhibition, most hits filed as inhibitors. hit rate 1.1% among 580,000. AID 1671190; note: potency is the fitted concentration of half-maximal effect; % is set by controls: 0 for no effect and ±100 for the full control effect
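Purified human 12hLO (150 nM final) in 25 mM Hepes, 0.01% Triton X-100, pH 7.0 was preincubated 15 min at room temperature with compound. Then 40 uM arachidonic acid was added, 30 min. Hydroperoxide was read by Fe-XO absorbance ratio 573/405 nm.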
Anesthetic bind: candidate novel general anesthetic via apoferritin binding; Potency, µM (highest dose often 77.5 µM), for inactives: top-dose activity change, negative = displacement, actives largely listed as inhibitors; apoferritin/1-aminoanthracene competitive binding, fluorescence; hit rate 0.074% among 350,000; AID 485281; P02791; note: potency is the fitted concentration of half-maximal effect; % is set by controls: 0 for no effect and ±100 for the full control effect; nearly all actives have a fitted effect of over 20% in size
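Read-out: endpoint 1-AMA fluorescence, excitation 380 nm and emission 535 nm, after compounds sit 10 min at room temperature with 10 uM horse-spleen apoferritin in 50% saturated 1-AMA/PBS. Values come from four-parameter Hill fits.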
ERG-DNA inh: ERG Ets/DNA interaction inhibition. fluorescence polarization, His-ERG Ets domain / labelled DNA. AID 624246. hit rate 0.028% among 370,000. P11308. Potency, µM (highest dose often 76.9 µM), for the others: at the top dose FP activity, negative = inhibition, hits mostly inhibitors; active = well fitted inhibition curve with a large enough effect in the polarisation, with a control signal flat; inconclusive = small, poorly fitted or top-dose-only effect, or effect the other way, or a change in a side signal; inactive = no such curve, though single readings can be large or run the other way; the % refers to the polarisation;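 note: polarization taken with two DNA probes labelled with fluorescein and Texas red; potency is the fitted concentration of half-maximal effect; % of control where 0% means no effect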
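His-tagged ERG Ets domain (1 uM in the protein solution; 300mM KCl, 50mM Tris-HCl, 1mM EDTA, 1mM DTT, pH 7.5) received compound, then a probe mix of 5 nM fluorescein-DNA and 100nM Texas-615-DNA. Fluorescence polarization was read for both dyes.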
RGS4 inhibitor: inhibitors of human regulator of G protein signaling 4. AID 504845. hit rate 0.039% among 390,000. Potency, µM (doses to about 114 µM), for inactives: at the top dose activity change, negative = inhibition, most hits filed as inhibitors. Transcreener GDP fluorescence polarization, RGS4-accelerated GTP hydrolysis. P49798; note: potency is the fitted concentration of half-maximal effect; % is set by controls: 0 for no effect and ±100 for the full control effect; nearly all actives have a fitted effect of over 75% in size; some results filed as inactive show a strong effect at the top dose
Target sequence (P49798 whole entry, looked up): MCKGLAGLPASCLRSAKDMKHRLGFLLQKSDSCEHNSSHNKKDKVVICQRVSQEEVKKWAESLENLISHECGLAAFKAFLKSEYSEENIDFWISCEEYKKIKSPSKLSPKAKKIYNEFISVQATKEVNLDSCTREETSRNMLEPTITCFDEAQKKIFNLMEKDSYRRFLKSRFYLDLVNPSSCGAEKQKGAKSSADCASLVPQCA
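MLSMR compounds (23 nl, pin-transferred) preincubated 10 min at room temperature with a 500nM (2x) first reagent, then RGS4 at 900nM (2x) plus Transcreener GDP mix added; fluorescence polarization (620/688 nm) read before and after 90 min at 30 °C.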
APE1 inh: inhibitors of human APE1 endonuclease; P27695; recombinant APE1, TAMRA/BHQ-2 abasic DNA cleavage fluorescence; Potency, µM (series often up to 65.8 µM), for the others: at the top dose activity change, negative = inhibition, most hits filed as inhibitors; hit rate 0.35% among 350,000; AID 2517;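 note: potency is the fitted concentration of half-maximal effect; plate controls were vehicle for no effect and reference inhibitor for full effect; nearly all actives have a fitted effect of over 55% in size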
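Endonuclease cleavage of a quenched abasic-site DNA duplex (50 nM) by APE1 (0.75 nM) was tracked by TAMRA dequenching. Compounds were preincubated with enzyme 15 min at room temperature; data normalized to buffer-only and DMSO wells plus NSC13755 control.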
POLH inh: inhibitors of human DNA polymerase eta; Q9Y253; recombinant Pol eta, fluorescent DNA replication assay; Potency, µM (highest dose often 114 µM), without a hit: at the top dose activity change, negative = inhibition, actives largely listed as inhibitors; hit rate 1.2% among 390,000; AID 588591; note: potency is the fitted concentration of half-maximal effect; % is set by controls: 0 for no effect and ±100 for the full control effect
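Pol eta (10 nM) was preincubated with compounds for 15 min at room temperature, after which fluorescent replication substrate (50 nM final) was added to start the reaction. Fluorescence was read kinetically at 0 and 10 min.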
Pol kappa inh: blocks human DNA polymerase kappa activity; Q9UBT6; purified Pol kappa, fluorescent DNA synthesis assay, 10 min; Potency, µM (top dose mostly 107 µM), inactives show at the highest dose activity, negative = inhibition, most hits filed as inhibitors; hit rate 0.53% among 400,000; note: potency is the fitted concentration of half-maximal effect; % is set by controls: 0 for no effect and ±100 for the full control effect
Target sequence (Q9UBT6 whole entry, looked up): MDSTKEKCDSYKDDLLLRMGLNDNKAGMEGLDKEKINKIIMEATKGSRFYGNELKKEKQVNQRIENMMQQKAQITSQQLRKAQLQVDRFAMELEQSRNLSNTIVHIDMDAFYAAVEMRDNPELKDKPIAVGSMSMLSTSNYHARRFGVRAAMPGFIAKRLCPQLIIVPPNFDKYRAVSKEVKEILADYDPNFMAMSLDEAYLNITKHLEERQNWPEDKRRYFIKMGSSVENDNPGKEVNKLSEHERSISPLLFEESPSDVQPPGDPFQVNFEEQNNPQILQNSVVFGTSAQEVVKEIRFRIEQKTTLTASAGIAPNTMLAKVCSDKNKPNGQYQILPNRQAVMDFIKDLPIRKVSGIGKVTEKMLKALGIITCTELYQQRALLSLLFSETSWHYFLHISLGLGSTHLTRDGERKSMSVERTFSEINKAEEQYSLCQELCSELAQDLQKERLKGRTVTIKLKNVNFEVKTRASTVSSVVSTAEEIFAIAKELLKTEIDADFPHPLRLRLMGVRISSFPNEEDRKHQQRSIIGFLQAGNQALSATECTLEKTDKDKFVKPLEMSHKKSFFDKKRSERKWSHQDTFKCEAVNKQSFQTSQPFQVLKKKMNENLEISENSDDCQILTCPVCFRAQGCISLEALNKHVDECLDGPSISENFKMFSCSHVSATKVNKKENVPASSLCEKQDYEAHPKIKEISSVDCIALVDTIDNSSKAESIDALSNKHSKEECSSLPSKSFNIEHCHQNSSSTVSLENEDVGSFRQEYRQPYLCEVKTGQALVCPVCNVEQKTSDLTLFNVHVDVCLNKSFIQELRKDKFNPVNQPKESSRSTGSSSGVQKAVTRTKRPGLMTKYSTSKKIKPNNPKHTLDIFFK
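Inhibition of 10 nM Pol kappa is measured by a fluorescent read-out at 0 and 10 min following addition of 50 nM substrate (final), with a 15-min room-temperature compound preincubation.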
Pol beta inh: blocks human DNA polymerase beta activity | P06746 | Pol beta primer extension/strand displacement, fluorescence kinetic | Potency, µM (top dose mostly 114 µM), for the others: at the top dose activity change, negative = inhibition, most hits filed as inhibitors | hit rate 1.3% among 340,000 | AID 485314; note: potency is the fitted concentration of half-maximal effect; % is set by controls: 0 for no effect and ±100 for the full control effect
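Pol beta (10 nM) was preincubated with compound for 15 min at room temperature. The reaction was then started with 50 nM substrate and read immediately and after a further 10 min at room temperature.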
An asterisk follows results filed as active; ? = inconclusive; . = no result given; & = joins results of further samples; [ ] = dose if it differs, or a comment. Unless noted, calls come from the whole dose curve; as a rule, active = well fitted curve in the direction sought with a large enough effect; inconclusive = small, poorly fitted or top-dose-only effect, or another doubt; inactive = no such curve, though single readings can be large; an effect the other way counts as inactive or inconclusive. The list is partial. The share of hits here may be higher or lower than overall.

SMILES	LDHA block	12-LOX inh	Anesthetic bind	ERG-DNA inh	RGS4 inhibitor	APE1 inh	POLH inh	Pol kappa inh	Pol beta inh
COC(=O)c1cc(S(=O)(=O)NCc2ccc3c(c2)OCO3)c[nH]1	-4	14%	-21%	14%	30%	-9%	-2%	-2%	21%
CC(=O)Nc1ccc(C(=O)Nc2cccc(S(=O)(=O)NC3=NCCC3)c2)cc1	0	-28%	.	13%	-21%	9%	-15%	3%	.
COc1ccc(C2=C(Nc3ccc(Br)c(C)c3)c3ccccc3C2=O)cc1	2	-22%	?	-2%	-5%	.	-17%	-6%	-27%
CCOC(=O)c1cc2c(=O)n3ccccc3nc2n(CC(C)C)c1=NC(=O)c1cc2ccccc2o1	-2	2%	1%	4%	24%	.	-19%	-7%	13%
CCOC(=O)C1CCCN(Cc2cn3c(-c4cccc(Br)c4)nnc3s2)C1 (centres undefined)	-4	-13%	-2%	-8%	-15%	.	-6%	-2%	56%
Cc1nc2c(c3c1[nH]c1ccccc13)C(O)CC(C)(C)C2 (centres undefined)	-1	?	303%[activator]	9%	-12%	9%	-7%	2%	16%
O=C(Cn1c(=O)oc2ccccc21)Nc1ccccc1Cl	-2	?	-16%	-21%	-24%	23%	-17%	-8%	1%
COc1ccc(-c2nc(-c3cccc(C)c3)no2)cc1OC	-10	20%	1%	2%	17%	6%	-4%	-11%	-24%
C/C(=N\Nc1cccc(C(=O)O)c1)c1ccc(Cl)s1	-3	?	2%	-3%	-20%	?	20µM*	71µM*	32µM*
O=c1cc(N2CCCCC2)c2ccccc2o1	4	13%	-7%	3%	-16%	-4%	-15%	-1%	0%
COc1cccc(OC)c1OCCCCn1cnc2ccccc2c1=O	-14	-24%	-7%	-14%	-31%[56.9 µM]	1%	-8%	5%	0%
Cc1cccc(C(=O)Nc2cccc(C(=O)OCc3cc(=O)n4nc(C5CC5)sc4n3)c2)c1	0	3%	?	-2%	-9%	.	-17%	-3%[60.1 µM]	1%
O=Cc1ccc(-c2cccs2)s1	-6	-18%	.	10%	-14%	.	-9%	-5%	.
CC1Oc2ccccc2N(Cc2cccnc2)C1=O (centres undefined)	-10	24%	-11%	-1%	-6%	16%	-4%	-10%	25%
O=C(NCC1CC1)c1onc(CSc2ccc(F)c(F)c2)c1C(=O)NCC1CC1	0	-10%	.	-12%	-6%	-30%	-16%	-5%	.
O=C(COC(=O)c1ccccc1NC(=O)c1ccco1)Nc1ccc2c(c1)OCO2	-2	?	?	0%	4%	-4%	?	0%	-28%
CCOC(=O)c1cccc(NC(=O)c2cncc(Br)c2)c1	-3	-22%	-15%	7%	-27%	1%	2%	79µM*	4%
CCCCc1c(C)nc2ccc(C)cc2c1SCCC(=O)O	4&-7	?	-9%	-7%	10%	4%	1%	-7%	-14%
CCOc1cccc(/C=C2\NC(=S)N(c3ccccc3)C2=O)c1O	-1	?	3%	0%	-11%	-1%	-13%	-6%	2%
Cc1ccc(C(=O)Nc2cccc(C(=O)O)c2)cc1	2&-3	?	-9%	1%	6%[56.9 µM]	1%	0%	-18%	3%
c1ccc(OCCSc2ncnc3nc[nH]c23)cc1	-11	6%	.	.	-25%	.	-4%	0%	.
COc1cc(C(=O)O)cc(OC)c1OCc1cc(C(=O)O)oc1C	4	213%[activator]	-6%	0%	-15%	?	3.2µM*	-42%	18µM*
Cc1cc(C)nc(-n2nc(C)cc2NC(=O)CN2CCCC(C)C2)n1 (centres undefined)	1	14%	-12%	.	-9%	12%	-12%	-7%	30%
CC(C)[C@H](NC(=O)c1c(F)cccc1F)C(=O)N1CCN(c2ccc(F)cc2)CC1	5	-25%	-13%	2%	1%	-1%	-13%	5%	55%
Cc1cc(C(=O)Nc2cccc(NC(=O)c3ccco3)c2)ccc1[N+](=O)[O-]	0	-3%	?	5%	-20%	-5%	-24%	-7%	4%
Cc1onc(-c2ccccc2Cl)c1C(=O)NCc1ccc(S(N)(=O)=O)cc1	-18	0%	-21%	-1%	-3%	9%	-12%	-3%	27%
CCCOn1c(-n2nc(C)cc2C)nc2ccccc2c1=O	-5	0%	-4%	-6%	-16%	0%	-10%	-4%	11%
CCCOC(=O)C1C2C=CC(C3CC23)C1C(=O)OCC(=O)c1ccccc1 (centres undefined)	1	4%	?	-9%	21%	-8%	-4%	-10%	16%
CC1CCN(c2nc3ccc(C(=O)O)cc3s2)CC1	-1	2%	-6%	-3%	7%	11%	2%	-8%	52%
O=C(Nc1cccc(F)c1)C1CCCCC1	1	-1%	.	-8%	-4%	5%	-17%	14%	.
CCCn1c(=O)[nH]c(=O)c2c1nc(-c1ccc(C(F)(F)F)cc1)n2CCOC	-10	0%	3%	-4%	-1%	0%	1%	1%	43%
COc1ccc(C)cc1NC(=O)COC(=O)C1CC1	-6	0%	-9%	0%	10%	-1%	-12%	1%	6%
O=C(NCCO)c1ccc(Cl)c(Cl)c1	-6	-5%	-11%	0%	-19%	14%	-3%	3%	?
O=C(CCn1c(=O)oc2ccccc21)N1CCN(c2ccc(F)cc2)CC1	-8	-8%	10%	-7%	14%	12%	-7%	-18%	-16%
COc1ccc(NC(=O)CCc2c(C)nn(-c3ccc(N4CCOCC4)nn3)c2C)cc1	0	3%	-2%	-3%	8%	26%	4%	-11%	42%
CC(=O)N1CN(C2CCCC2)Cc2c1sc1c2CCCC1	2	0%	-9%	-1%	10%	3%	-8%	-1%	0%
COCC(=O)N(Cc1nc2sc(C)c(C)c2c(=O)[nH]1)C1CCCCC1	-8	8%	-15%	-8%	9%	1%	-9%	-3%	6%
CCOC(=O)N1CCN(Cc2nnc(-c3ccccc3Cl)o2)CC1	-2	-10%	-2%	3%	-1%	-39%	-2%	-13%	15%
Cc1cc(C)n(-c2nc3ccccc3nc2NCCc2ccccc2)n1	5	1%[57.4 µM]	83%[activator]	2%	2%	16%	-11%	0%	21%
COc1cccc(/C=N/Nc2ncnc3c2ncn3Cc2ccccc2)c1O	0	-11%	13%	10%	-2%	-4%	?	-12%	-2%
CCOc1ccc2nc(SCC)[nH]c2c1	-6	?	-8%	-5%	-4%[56.9 µM]	1%	-10%	-7%	2%
O=C(CSc1nc2sc3c(c2c(=O)n1-c1ccccc1)CCCC3)NCc1ccco1	0	-10%	-3%	18%	-6%	13%	-4%	-22%	7%
CCOC(=O)c1ccc(Nc2ncnc3c2cnn3C)cc1	-8	?	-19%	.	10%	3%	-4%	-3%	8%
Cc1cccc(-c2c3c(=O)n(C)c(=O)n(C)c3c3c(C)nc4ccccc4n23)c1	-7	?	-12%	0%	12%	.	-6%	-9%	9%
CC(C)(C)c1ccc(OCC(O)CN2CCN(c3ccccn3)CC2)cc1 (centres undefined)	-1	?	-24%	-8%	7%	-3%	-11%	-1%	2%
CCC(CC)N1CCN(CC2CC=CCC2)CC1 (centres undefined)	-18	-24%	-5%	0%	1%	-2%	-11%	-3%	11%
NC(=O)/C(=C/c1cccnc1)NC(=O)c1ccccc1	-8	?	5%	-2%	8%	-1%	0%	-6%	12%
CCCC(C(=O)OCCN(CC)CC)(c1ccccc1)c1ccccc1	-6	-30%	-6%	-6%	7%[56.9 µM]	2%	-7%[57.1 µM]	-10%[60.1 µM]	2%[57.1 µM]
COc1ccc(CCCc2nnc(SCC(=O)Nc3nc(C)cs3)n2C)cc1C	-4	0%	-10%	5%	6%[56.9 µM]	0%	2%	-9%	5%
COc1ccc(C(=O)Nc2cc(NC(=O)c3ccco3)ccc2OC)cc1Cl	0	-24%	-8%	1%	3%	.	-19%	-7%	3%
C=CCc1cc(/C=C2/NC(=O)NC2=O)cc(OCC)c1O	9	?	-10%	-2%	3%	4%	-13%	-7%	?
NC(=O)NCc1cccc(Cl)c1	-2	20%	-8%	.	-24%	0%	-5%	2%[60.1 µM]	6%
Cc1ccc(CN2CC(C(=O)N3CCN(S(=O)(=O)c4ccc(C)cc4C)CC3)CC2=O)cc1 (centres undefined)	-8	17%	.	-12%	-11%	2%	-23%	-2%	.
CSCCC(NS(=O)(=O)c1ccc(Cl)cc1)C(=O)OCC(=O)NC1CC1 (centres undefined)	-5	-1%	-7%	-2%	5%	0%	-6%	-3%	44%
CC(=O)c1cccc(NC(=S)N2CCN(S(=O)(=O)c3ccc(F)cc3)CC2)c1	-2	14%	-16%	?	-22%	22%	-11%	-5%	-7%
Cc1ccc(OS(=O)(=O)c2ccccc2)c(/C=N/N=C2\NC(=O)C(C)S2)c1 (centres undefined)	-6	-3%	-1%	6%	-7%	-6%	4%	-5%	8%
COc1ccc2nc(-c3ccccc3)nc(SC)c2c1	-9	-5%	.	-9%	6%	.	-11%	-6%	.
Cc1nc2ccccc2n1CC(=O)N/N=C/c1cccs1	-3	8%	-14%	8%	-7%	2%	-11%	-8%	-15%

Retrieved by compound from the entries so far:
SMILES	LDHA block	12-LOX inh	Anesthetic bind	ERG-DNA inh	RGS4 inhibitor	APE1 inh	POLH inh	Pol kappa inh	Pol beta inh
CC(=O)N1CN(C2CCCC2)Cc2c1sc1c2CCCC1	2	0%	-9%	-1%	10%	3%	-8%	-1%	0%
Cc1ccc(C(=O)Nc2cccc(C(=O)O)c2)cc1	2&-3	?	-9%	1%	6%[56.9 µM]	1%	0%	-18%	3%
